A549 viability: kills or reduces viability of A549 cells in Nrf2 counter-screen. A549 ARE-Fluc cells, CellTiter-Fluor viability, 18-24 h. Potency, µM (highest dose often 46 µM), without a hit: top-dose activity change, negative = cytotoxicity, usual class: inhibitors. 0.16% of 390,000 active. AID 504648; note: potency is the fitted concentration of half-maximal effect; % is set by controls: 0 for no effect and ±100 for the full control effect
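Cytotoxicity counterscreen: CellTiter-Fluor fluorescence was measured in A549 ARE_Fluc cells after 18-24 h of compound exposure in a concentration series. The subsequent BugLite luminescent read reports ARE-luciferase activity.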
pAkt inh: blocks phosphorylation of Akt | Neuro2A IGF-stimulated pAkt S473 HTRF, 20 min; active compounds read low | 0.32% of 360,000 active | AID 651550 | activity change, % for hits at 50 µM; in the data active = activity change below about -80%; inconclusive = mostly about -51% to -80%; note: % is set by controls: 0 for no effect and ±100 for the full control effect
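Neuro2A cells (4,500/well, DMEM with 0.5% FBS) were treated with compound at a single 50 µM final concentration, stimulated with 6 nM IGF for 20 min at 37 °C, and lysed. Phospho-Akt Ser473 was read by HTRF as 665/615 ratio ×10^4.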
EPAC2 antag: antagonists of human EPAC2. Q8WZA2. EPAC2 GEF exchange of Rap1B-BODIPY-GDP, fluorescence. Potency, µM (titrated, usually from 114 µM), inactives show top-dose activity, negative = inhibition, usual class: inhibitors. 0.18% of 360,000 active; note: potency is the fitted concentration of half-maximal effect; % is set by controls: 0 for no effect and ±100 for the full control effect; nearly all actives have a fitted effect of over 45% in size; many of its hits are not listed in these tables
Target sequence (Q8WZA2 whole entry, looked up): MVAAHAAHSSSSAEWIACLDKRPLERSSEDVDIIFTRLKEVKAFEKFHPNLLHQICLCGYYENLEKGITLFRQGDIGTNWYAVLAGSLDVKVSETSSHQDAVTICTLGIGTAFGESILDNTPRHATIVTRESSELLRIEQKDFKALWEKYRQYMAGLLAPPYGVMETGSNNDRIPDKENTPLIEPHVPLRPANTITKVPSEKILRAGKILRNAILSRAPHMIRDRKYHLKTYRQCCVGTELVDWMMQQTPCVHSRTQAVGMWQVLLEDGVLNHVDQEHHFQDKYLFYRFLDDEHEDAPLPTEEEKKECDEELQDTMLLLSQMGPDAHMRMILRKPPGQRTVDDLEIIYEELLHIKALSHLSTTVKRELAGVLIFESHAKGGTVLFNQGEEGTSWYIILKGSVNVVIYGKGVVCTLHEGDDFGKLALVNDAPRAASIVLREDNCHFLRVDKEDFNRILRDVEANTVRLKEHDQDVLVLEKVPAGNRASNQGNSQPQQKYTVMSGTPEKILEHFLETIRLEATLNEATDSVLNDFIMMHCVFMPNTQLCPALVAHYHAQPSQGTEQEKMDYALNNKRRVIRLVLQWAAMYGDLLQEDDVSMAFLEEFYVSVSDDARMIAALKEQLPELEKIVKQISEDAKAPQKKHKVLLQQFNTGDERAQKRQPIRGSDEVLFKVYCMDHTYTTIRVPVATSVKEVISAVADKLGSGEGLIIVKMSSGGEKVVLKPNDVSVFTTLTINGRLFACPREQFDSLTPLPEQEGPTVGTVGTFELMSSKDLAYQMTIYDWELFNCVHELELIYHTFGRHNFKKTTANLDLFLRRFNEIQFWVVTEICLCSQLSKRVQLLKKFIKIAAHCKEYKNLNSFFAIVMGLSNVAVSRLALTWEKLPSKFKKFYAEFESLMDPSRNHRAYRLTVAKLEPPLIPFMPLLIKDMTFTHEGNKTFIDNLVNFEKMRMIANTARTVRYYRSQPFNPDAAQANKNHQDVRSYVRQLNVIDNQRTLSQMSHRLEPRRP
Nrf2 activator: activators of Nrf2 (ARE) signaling; AREc32 ARE-luciferase reporter (MCF7-derived line), luminescence, 24 h; Potency, µM (doses to about 46.1 µM), without a hit: at the highest dose activation, usual class: activators; 0.31% of 410,000 active; AID 624171; note: potency is the fitted concentration of half-maximal effect; % of control where 0% means no effect; nearly all actives have a fitted effect of over 65% in size
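Nrf2 activation is followed as ARE-luciferase induction in the AREc32 line after one day of compound treatment; luminescence is read with Steady-Glo.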
Mm-Cpn inhibitor: inhibitors of Methanococcus maripaludis chaperonin (MmCpn). purified Mm-Cpn ATPase, ADP Transcreener TR-FRET. Potency, µM (titrated, usually from 76.9 µM), without a hit: at the highest dose activity, negative = inhibition, usual class: inhibitors. 0.031% of 330,000 active. AID 504842; note: potency is the fitted concentration of half-maximal effect; % is set by controls: 0 for no effect and ±100 for the full control effect; nearly all actives have a fitted effect of over 80% in size
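Eu-cryptate anti-ADP/ADP-d2 competition gives a ratio inversely related to ADP. Enzyme at 25 nM was pre-exposed to compound for 10 min, then given 10 uM ATP for 30 min, 37°C throughout.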
TGFb inhibitor: blocks TGF-b signaling | HepG2 CAGA-GFP TGF-b/SMAD3 reporter, GFP fluorescence, 18 h; TGF-beta stimulated, 500 pg/mL final | Potency, µM (series often up to 46.1 µM), without a hit: at the top dose activity, negative = inhibition, usual class: inhibitors | 1.2% of 410,000 active; note: potency is the fitted concentration of half-maximal effect; % is set by controls: 0 for no effect and ±100 for the full control effect; nearly all actives have a fitted effect of over 65% in size
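HEPG2 CAGA-GFP, 1000 cells/well; 2 h settle, 37 C; cpd via pin tool; TGF-b 500 pg/mL final; 18 h, 37 C; GFP imaging ex488/em500-530; %Activity normalised to -TGF-b and +DMSO controls; CRC fit, curve class.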
EPAC2 agonist: activates human EPAC2 exchange factor | EPAC2 activation, biochemical qHTS; response scale: 100% = 6.5 mM cAMP response | AID 720711 | Potency, µM (doses to about 154 µM), without a hit: at the top dose activation, actives largely listed as activators | 0.079% of 360,000 active; note: potency is the fitted concentration of half-maximal effect; nearly all actives have a fitted effect of over 50% in size
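EPAC2 (100 nM) mixed with Rap1B loaded with BODIPY-GDP (250 nM) plus 50 uM unlabeled GDP; compounds pinned in, 5 min RT, then read every 5 min for 30 min (ex 480, em 540 nm). Normalized to cAMP control.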
CCT chaperon mod: changes cytosolic chaperonin activity | purified chaperonin ATPase assay, HTRF ADP detection, 30 min | activity change, % (no concentration beside the values), hits read low | 0.3% of 360,000 active | AID 651819; in the data active = activity change below about -30%; note: % is set by controls: 0 for no effect and ±100 for the full control effect
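Enzyme 40 or 20 nM (batch-dependent) in Tris pH 7.4/KCl/MgCl2/DTT; cpd 76 uM single point; ATP 10 uM; 30 min 37 °C; Transcreener ADP HTRF detection, 30 min RT; ratio 665/615.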
Nrf2 inh: Nrf2 pathway inhibition | A549 ARE-Fluc reporter, luciferase luminescence, 18-24 h | Potency, µM (doses to about 46 µM), without a hit: at the top dose activity change, negative = inhibition, usual class: inhibitors | 2.1% of 360,000 active | AID 504444; note: potency is the fitted concentration of half-maximal effect; % is set by controls: 0 for no effect and ±100 for the full control effect; nearly all actives have a fitted effect of over 60% in size
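Concentration-response testing used A549 ARE_Fluc cells at 5000 cells/well. Following an 18-24 h compound incubation, viability was read by fluorescence (Ex 405/Em 525) and luciferase output by luminescence.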
Numbers without * were called inactive; i = inactive; ? = inconclusive; · = not tested or not shown; [ ] = remark or other dose. Unless noted, calls come from the whole dose curve; as a rule, active = well fitted curve in the direction sought with a large enough effect; inconclusive = small, poorly fitted or top-dose-only effect, or another doubt; inactive = no such curve, though single readings can be large; an effect the other way counts as inactive or inconclusive. Some of the compounds tested; count on the stated rates, not on these rows.

SMILES | A549 viability | pAkt inh | EPAC2 antag | Nrf2 activator | Mm-Cpn inhibitor | TGFb inhibitor | EPAC2 agonist | CCT chaperon mod | Nrf2 inh
O=C(Nc1cccc(Cl)c1)N1C[C@H]2C[C@@H](C1)c1cccc(=O)n1C2 | 10% | i | 5% | -0.7% | 1% | -2% | -2% | -0.9 | 5%
O=C(Nc1ccc(Cl)cc1C(=O)c1ccccc1)c1ccccc1Br | 8% | · | · | 12% | · | ? | · | · | -9%
Cn1cc(C(=O)OCC(=O)NC2(C#N)CCCCC2)c2ccccc21 | -8% | i | 0% | -2.6% | -3% | -4% | -3% | 1.0 | -11%
Cc1oc(-c2cccs2)nc1CSCC(=O)N1CCC2(CC1)OCCO2 | 13% | i | 3% | 4.7% | -1% | 0% | 0% | -2.0 | 3%
Cc1ncc(CN2CCCC(C(=O)c3sccc3C)C2)s1 (stereo unspecified) | 4% | i | -1% | 2.5% | 4% | 10% | -4% | -2.2 | 11%
O=C1N[C@H](Cc2ccccc2)C(=O)N2[C@@H]3[C@H](C[C@@H]12)c1ccccc1N3OOSc1ccccc1 | -9% | i | -3% | -1.6% | · | -1% | 0% | -0.7 | ?
CCOC(=O)C1CCN(/C=C2/C(=O)NC(=O)N(c3ccc(OCC)cc3)C2=O)CC1 | -7% | i | -1% | 0.5% | 2% | 19% | -5% | -3.0 | 13%
CN1C(=O)NC(=O)C(N=Nc2ccc(Cl)cc2)C1=O (stereo unspecified) | 4% | i | -4% | ? | · | -33% | 5% | -2.7 | 0%
COc1cc(CNCCc2c[nH]c3ccccc23)cc(OC)c1 | -4% | i | -2% | 0.2% | 0% | -20% | 12% | -4.3 | -10%
O=C(CN1CC=C(c2ccccc2)CC1)NC(=O)NCc1ccccc1 | 16% | i | -5% | -0.4% | -1% | 11% | -7% | -4.2 | 3%
CCN(CC)CCOC(=O)c1ccc(NC(=O)CCn2c(=O)oc3ccccc32)cc1 | ? | · | · | 0.3% | · | 0% | · | · | 2%
CC(=O)OCC(=O)[C@H]1CC[C@H]2[C@@H]3CC[C@H]4C[C@H](O)CC[C@]4(C)[C@H]3C(=O)C[C@]12C | 0% | i | -14% | -0.6% | -2% | -2% | 9% | -5.6 | -14%
C/C(=N\NC(=O)c1ccccc1O)c1c(O)n(C2CCCCC2)c(=O)[nH]c1=O | 1% | i | 0% | -0.6% | 0% | 30% | 7% | -0.3 | -7%
CC(=NCc1ccc2c(c1)OCO2)c1c(O)n(-c2ccccc2)c(=O)[nH]c1=O | 4% | i | -1% | -0.5% | 0% | 9% | 9% | -3.0 | ?
Cc1cc(C)cc(NC(=O)Cn2cc(C(=O)c3cccs3)c3ccccc32)c1 | -17% | · | · | -0.5% | · | ? | · | · | 16µM*
Cc1ccc(/C=C2/C(=O)NC(=O)N(C)C2=O)cc1 | -7% | i | -2% | 0.1% | -2% | 2% | 8% | 0.2 | 9%
Cc1ccc(CN2CCCC(C(=O)c3sccc3C)C2)o1 (stereo unspecified) | 17% | i | -11% | 4.7% | -4% | -12% | -4% | -0.3 | 12%
COc1cccc2c1cc([N+](=O)[O-])c1c(C(=O)O)cc3c(c12)OCO3 | ? | i | -1% | -0.9% | · | -18% | 6% | -3.2 | 12µM*
COCCO[C@H]1CCC2C3CC=C4C[C@@H](O)CC[C@]4(C)C3CC[C@@]21C (stereo partly specified) | 2% | i | -1% | -0.1% | 0% | 25% | -18% | -2.4 | -19%
Cc1ccc2cccc(OC(=O)N(C)c3ccccc3)c2n1 | -21% | i | 2% | 0.8% | -1% | -10% | -7% | 1.3 | 6%

Reformatted comma-delimited: 9 of the compounds above
mol,A549 viability,pAkt inh,EPAC2 antag,Nrf2 activator,Mm-Cpn inhibitor,TGFb inhibitor,EPAC2 agonist,CCT chaperon mod,Nrf2 inh
O=C(Nc1cccc(Cl)c1)N1C[C@H]2C[C@@H](C1)c1cccc(=O)n1C2,10%,i,5%,-0.7%,1%,-2%,-2%,-0.9,5%
O=C(Nc1ccc(Cl)cc1C(=O)c1ccccc1)c1ccccc1Br,8%,·,·,12%,·,?,·,·,-9%
Cn1cc(C(=O)OCC(=O)NC2(C#N)CCCCC2)c2ccccc21,-8%,i,0%,-2.6%,-3%,-4%,-3%,1.0,-11%
Cc1oc(-c2cccs2)nc1CSCC(=O)N1CCC2(CC1)OCCO2,13%,i,3%,4.7%,-1%,0%,0%,-2.0,3%
Cc1ncc(CN2CCCC(C(=O)c3sccc3C)C2)s1 (stereo unspecified),4%,i,-1%,2.5%,4%,10%,-4%,-2.2,11%
O=C1N[C@H](Cc2ccccc2)C(=O)N2[C@@H]3[C@H](C[C@@H]12)c1ccccc1N3OOSc1ccccc1,-9%,i,-3%,-1.6%,·,-1%,0%,-0.7,?
CCOC(=O)C1CCN(/C=C2/C(=O)NC(=O)N(c3ccc(OCC)cc3)C2=O)CC1,-7%,i,-1%,0.5%,2%,19%,-5%,-3.0,13%
CN1C(=O)NC(=O)C(N=Nc2ccc(Cl)cc2)C1=O (stereo unspecified),4%,i,-4%,?,·,-33%,5%,-2.7,0%
COc1cc(CNCCc2c[nH]c3ccccc23)cc(OC)c1,-4%,i,-2%,0.2%,0%,-20%,12%,-4.3,-10%

Other results
SMILES | A549 viability | pAkt inh | EPAC2 antag | Nrf2 activator | Mm-Cpn inhibitor | TGFb inhibitor | EPAC2 agonist | CCT chaperon mod | Nrf2 inh
CN1CCN(c2ccc3nccnc3c2)CC1 | -3% | i | 12% | -0.4% | -1% | -17% | -4% | 0.1 | 3%
COc1cc2c(c(OC)c1)C(=O)OC(C)CCCC(=O)CCCCC2 (stereo unspecified) | 1% | i | -5% | 0.5% | 0% | 8% | 14% | -1.1 | -2%
C=CCn1c(O)c(C(CC)=NCc2ccco2)c(=O)[nH]c1=O | -2% | i | 10% | 7.3% | -3% | -6% | 5% | -0.3 | -25%
CC(c1ccc(F)cc1)n1cc(C(=O)NCc2ccc3c(c2)OCO3)nn1 (stereo unspecified) | -7% | i | 3% | 0.2% | 2% | ? | -4% | -1.2 | 11%
CCN(CC)c1ccc(N=Cc2c(O)n(-c3ccc(OC)cc3)c(=O)[nH]c2=O)cc1 | 0% | i | 69%[activator] | 2.4% | -1% | 1% | -178%[inhibitor] | -1.7 | ?
N=c1n(CCO)c2ccccc2n1Cc1ccccc1 | 20% | i | -17% | 0.2% | 0% | 23% | 10% | -4.6 | ·
COc1ccc(S(=O)(=O)NCc2ccc(C(=O)N3CCC4(CC3)OCCO4)cc2)cc1 | -1% | i | 3% | -0.8% | 1% | 4% | 1% | 0.8 | ·
CCN1C(=O)NC(=O)/C(=C\c2cn(CC(=O)N3CCCC3)c3ccccc23)C1=O | 2% | i | -8% | 0.3% | 2% | 7% | 8% | -3.4 | 2%
CCCNC(=O)N1[C@H]2CC[C@@H]1C(C(=O)OC)=C(c1cccc(C#N)c1)C2 | -2% | i | 6% | -0.3% | 0% | 2% | 1% | 0.3 | 0%
Clc1ccc2c(c1)C(c1ccccc1Cl)=NCc1nnc(N3CCN(CCSc4ccccc4)CC3)n1-2 | ? | i | -22% | 0.2% | 0% | ? | 11% | -2.1 | ?
Cc1ccc(-n2c(O)c(C=NCc3ccco3)c(=O)[nH]c2=S)cc1C | -7% | i | 16% | 2.4% | -5% | -18% | -13% | 0.1 | 6%
O=C(CN1CC=C(c2ccccc2)CC1)Nc1cc(Cl)ccc1Cl | 10% | i | 10% | 2.7% | 1% | 13µM* | 11% | -4.6 | 8%
CN(C)P1(N(C)C)=NC(C(F)(F)F)=NC(C(F)(F)F)=N1 | 8% | i | 1% | 0.3% | 1% | 5% | -3% | -3.6 | -13%
N/C(=N/[N+](=O)[O-])N1CCN(C(=O)Oc2ccc([N+](=O)[O-])cc2)CC1 | 1% | i | 5% | 0.4% | ? | 3% | 13% | -1.2 | -15%
CN1C[C@H](C(=O)NC2(C)OC3(O)[C@@H]4CCCN4C(=O)[C@H](Cc4ccccc4)N3C2=O)CC2c3cccc4[nH]cc(c34)C[C@H]21 (stereo partly specified) | -4% | i | -9% | 5.1% | · | -10% | 8% | -0.9 | -15%
Oc1cccc2cccnc12 | -9% | · | · | · | 0% | 3.5µM* | · | · | -8%
CCOP(=O)(Oc1ccccc1)c1c([N+](=O)[O-])cc(C(F)(F)F)cc1[N+](=O)[O-] (stereo unspecified) | -1% | i | -13% | -0.4% | -8% | 4% | 16% | -3.7 | -10%
COc1ccc(-n2c(O)c(C(C)=NCCN3CCNCC3)c(=O)[nH]c2=O)cc1 | -3% | i | -2% | 0.2% | 1% | -7% | -4% | -1.7 | 1%
N[C@@H](Cc1c[nH]c2ccccc12)c1nnc(SCc2ccc(F)cc2)o1 | -7% | i | -1% | 0.3% | -2% | 4% | 7% | -1.8 | 0%
N#CC1=C(N)Oc2c(c(=O)sc3ccccc23)C1c1cccnc1 (stereo unspecified) | -19% | i | 1% | 0.2% | -5% | -17% | 5% | -43* | -7%
CCc1ccc(-n2nc(C)c3c2NC(=O)CSC3c2ccc(C(=O)OC)cc2)cc1 (stereo unspecified) | -2% | · | · | 3.9% | · | -19% | · | · | ?
COC(=O)C1=C(c2ccc(F)cc2F)C[C@@H]2CC[C@H]1N2C(=O)NCCCOC(C)C | -2% | i | 11% | -1.6% | -3% | -2% | -5% | -2.1 | -6%
